ERp5 inh – inhibitors of human ERp5 | Q15084 | ERp5 insulin aggregation, absorbance 650 nm, 90 min | inhibition, % at 9.99 µM | 350,000 tested, 0.05% active;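 active = mean replicate inhibition above about 25%, with every replicate also reaching it, limit read from the data, passing the limit was not always enough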
RAD52 inh – RAD52 (human) annealing inhibition; P43351; recombinant RAD52 DNA annealing, FRET fluorescence; inhibition, % at 18.7 µM; 360,000 tested, 0.46% active;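 active = every replicate showing at least 50% inhibition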
RAD54 branch – inhibitors of human RAD54 branch migration. AID 602329. 360,000 tested, 0.14% active. Q92698. RAD54 Holliday junction branch migration, FAM/BHQ fluorescence. inhibition, % at 10.4 µM;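 active = mean normalized replicate activity at least 40 and at least half of replicates scoring 40 or more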;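 also: 0% = median of neutral control wells and 100% = median of positive control wells; inhibitors cause a drop in the FAM fluorescence signal; in these data hits start at about 50%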
XiGFP reactiv – reactivates the inactive X chromosome in mouse fibroblasts; XiGFP mouse fibroblasts, % GFP-positive cells imaging, 3 d; cells co-treated with 5-aza-dC sensitizer; scaled so ellipticine positive control = 100%; activation, % at 7.58 µM; 360,000 tested, 0.055% active; AID 743238;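 active = mean normalized replicate activation at least 10% and every replicate at or above 10%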;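 also: 0% = median of on-plate neutral control wells and 100% = ellipticine 6 µM median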
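material = 68-5-11 XiGFP fibroblast line | medium = DMEM plus 5-aza-dC sensitizer | schedule = 3 days compound exposure | benchmarks = positive control ellipticine, 6 µM final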
ERAP1 inh – blocks human ERAP1 aminopeptidase activity; recombinant ERAP1, Leu-AMC fluorescence, 60 min; inhibition, % at 10.7 µM; 340,000 tested, 0.15% active; AID 652197; Q9NZ08;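 active = mean replicate inhibition of at least 30%, or all replicates individually reaching that 30% level; inactive = mean below 30% and not every replicate reaching it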;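 also: 0% = neutral control wells and 100% = L-leucinethiol positive control wells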
Target sequence (Q9NZ08 whole entry, looked up): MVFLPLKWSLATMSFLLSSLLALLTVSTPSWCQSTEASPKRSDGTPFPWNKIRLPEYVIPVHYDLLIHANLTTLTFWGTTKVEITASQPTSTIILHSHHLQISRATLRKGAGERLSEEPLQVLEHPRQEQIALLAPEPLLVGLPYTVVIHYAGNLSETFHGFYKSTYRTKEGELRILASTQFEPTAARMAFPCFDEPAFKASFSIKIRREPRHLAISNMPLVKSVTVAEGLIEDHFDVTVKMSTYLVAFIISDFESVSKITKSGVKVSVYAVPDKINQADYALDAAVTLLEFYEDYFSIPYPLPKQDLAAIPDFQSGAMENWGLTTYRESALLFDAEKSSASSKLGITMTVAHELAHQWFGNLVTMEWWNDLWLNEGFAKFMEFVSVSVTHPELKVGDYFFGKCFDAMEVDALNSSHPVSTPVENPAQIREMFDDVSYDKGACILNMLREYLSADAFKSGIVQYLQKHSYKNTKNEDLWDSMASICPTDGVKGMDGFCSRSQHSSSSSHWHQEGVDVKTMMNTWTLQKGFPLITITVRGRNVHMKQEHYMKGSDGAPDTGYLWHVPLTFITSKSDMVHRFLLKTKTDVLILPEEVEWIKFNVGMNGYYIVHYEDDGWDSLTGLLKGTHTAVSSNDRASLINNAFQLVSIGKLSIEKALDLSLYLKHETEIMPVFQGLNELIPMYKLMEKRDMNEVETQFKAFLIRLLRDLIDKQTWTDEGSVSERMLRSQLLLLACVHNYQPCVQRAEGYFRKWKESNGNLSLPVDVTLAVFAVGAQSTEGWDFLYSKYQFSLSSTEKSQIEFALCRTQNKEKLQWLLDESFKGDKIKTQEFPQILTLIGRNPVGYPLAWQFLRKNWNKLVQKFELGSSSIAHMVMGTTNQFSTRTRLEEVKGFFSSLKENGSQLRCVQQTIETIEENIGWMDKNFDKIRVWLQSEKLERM
esBAF inh – SWI/SNF esBAF complex inhibition | reporter increase, % at 12.5 µM | mouse ES cells, Bmi1-luciferase knock-in reporter, 24 h; 100% = twice the neutral-well signal | 350,000 tested, 2% active; in the data active = activation above about 40%;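 also: 0% = median of the plate's neutral control wells and 100% = double that signal; a rise in the Bmi1 reporter signal indicates esBAF inhibition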
E-selectin induc – induces E-selectin expression in human endothelial cells; 260,000 tested, 0.37% active; activation, % at 7.58 µM; HUVEC E-selectin immunofluorescence imaging; normalized: neutral wells 0, TNF-alpha wells 100; P16581;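 active = mean E-selectin-positive cell signal at least 10% of the positive control, reached in at least 60% of replicates, without over 20% cell loss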;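 also: in these data hits start at about 27%; measured in HUVEC primary endothelial cells; signal is the percent of cells scored E-selectin positive by PE staining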
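Test system: HUVEC; input: 3,000 HUVEC/well; measured by: immunofluorescence imaging; read-out: % PE-positive cells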
S100A4 inh HTS – S100A4-myosin IIA interaction inhibition | 360,000 tested, 0.14% active | inhibition, % at 10.7 µM | S100A4/TAMRA-MyoIIA peptide fluorescence polarization | AID 652163 | P26447;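 active = mean inhibition of at least 70% across replicates, with every replicate also reaching that level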
Target sequence (P26447 whole entry, looked up): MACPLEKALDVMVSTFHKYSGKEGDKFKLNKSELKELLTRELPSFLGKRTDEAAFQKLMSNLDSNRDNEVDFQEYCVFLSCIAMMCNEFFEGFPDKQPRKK
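Assay system: human S100A4 monomer with TAMRA-labelled myosin IIA peptide / Buffer or medium: Calcium-containing HEPES buffer, pH 7.2 / Reagent: TAMRA-labelled myosin IIA heavy-chain peptide probe, 5 nM / Compound: one dose per compound / Timing: polarization read 5 min after assay mix addition, stable 5–60 min / Benchmarks: neutral control DMSO, positive control TFP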
An asterisk follows results filed as active; · = not tested or not shown.

Results follow in this order: ERp5 inh	RAD52 inh	RAD54 branch	XiGFP reactiv	ERAP1 inh	esBAF inh	E-selectin induc	S100A4 inh HTS
> C/C(=N\O)c1ccc2c(c1)OCCO2
 : 6	-16	1	0.4	2	·	3.1	-1
> COCCCNCCOCCOc1ccc(Cl)cc1C(C)(C)C
 : -5	23	22	0.4	0	-11	·	8
> CC(=O)NC1C(=O)N=C(SCC(=O)Nc2ccc(C(F)(F)F)cc2Cl)NC1=O (configuration not stated)
 : -2	-20	·	0.1	-1	·	0.1	0
> N#Cc1ccc(CN2CCN(C(=O)c3ccc(S(=O)(=O)NCc4ccco4)cc3)CC2)cc1
 : -2	-16	2	0.0	1	-1	-1.2	2
> CC(C)c1ccccc1NS(=O)(=O)N(C)C
 : -1	3	·	0.0	3	·	·	1
> Cc1cccc(NC(=O)CN(C)C(=O)C2CC2)c1C
 : 5	-7	0	0.1	-1	0	·	1
> CN(Cc1ccccc1)c1nc(N)nc(Cl)c1C=O
 : 1	-5	·	-0.2	0	·	1.6	-1
> COCCN(C(=O)CCC(=O)Nc1cc(C)on1)C(C(=O)NC(C)(C)C)c1ccc(OC)cc1 (configuration not stated)
 : -1	-13	-1	1.5	-1	-3	·	-7
> Nc1nnc(C(F)(F)F)s1
 : -4	-8	·	0.0	-3	·	0.1	-27
> CCCn1c(N)c(C(=O)COC(=O)CCNS(=O)(=O)c2ccccc2F)c(=O)[nH]c1=O
 : -1	-5	·	-0.1	5	1	·	-17
> COc1ccc(CN(C(=O)c2cc3ccccc3oc2=O)C2CCS(=O)(=O)C2)cc1 (configuration not stated)
 : -3	4	·	0.4	8	·	2.7	-2
> CC1CCC2(CC1)NC(=O)N(CC(=O)Nc1cccc(C#N)c1)C2=O (configuration not stated)
 : 3	-12	-4	-0.1	0	-5	·	-3
> CCCCNC(=O)C[C@H]1C[C@@]2(C(=O)OC)C(=C[C@H](COCc3ccccc3)O[C@@H]2C)N(CCC2=CCCCC2)C1=O
 : 8	-22	·	0.0	5	·	0.0	4
> COc1ccc(C2=CCCCCC2)cc1OC
 : -7	-9	-12	-0.1	2	31	0.1	-2
> S=C(NCc1ccco1)N1CCC(c2nc3ccccc3o2)CC1
 : 2	-13	·	0.0	1	·	60*	-4
> CCOc1ccc(CNS(=O)(=O)c2ccc(-c3ccc(=O)[nH]n3)o2)cc1OC
 : 2	-20	4	0.0	-5	-3	·	-3
> Cc1cc(C(=O)NC2=NCCS2)c2ccccc2n1
 : 3	-23	·	0.0	4	·	·	-21
> COc1ccc(C[C@H]2CN3C(=NC[C@@H]3C(C)C)N2C[C@H](C)NC(=O)c2ccc(C)c(Br)c2)cc1
 : 11	23	5	0.1	·	-9	0.3	4
> C/C=N/N(c1ccccc1)c1ccccc1
 : 9	-6	-6	·	·	·	0.9	-3
> O=C(NCCc1ccccc1)c1cnc2sccn2c1=O
 : 7	-12	1	0.0	-1	9	0.8	-1
> CCN1CCN(C(=O)c2cc(=O)c3cc(C)ccc3o2)CC1
 : 2	-14	1	0.1	2	-9	·	-3
> CCCC#Cc1ccc([C@@H]2[C@H]3CN(Cc4cncnc4)CCCCN3[C@H]2CO)cc1
 : -2	-29	12	0.5	-2	·	0.3	-9
> CO[C@H]1CC[C@@H]2CCOc3c(C#N)cccc3C(=O)N(C)CCCC(=O)N(C)C[C@H]1O2
 : 0	-12	9	0.2	3	-1	0.4	-3
> COc1ccc(NC(=O)N2CCCCCC2)c(OC)c1
 : 5	0	-4	0.2	-2	·	1.8	-4
> CCOC(=O)c1c(C)[nH]c(C)c1C(=O)COC(=O)C1CC(=O)N(CCc2ccccc2)C1 (configuration not stated)
 : -6	-12	8	-0.1	2	-2	0.2	-5
> c1ccc(CNC23CC4CC(CC(C4)C2)C3)nc1
 : -10	-17	·	0.3	3	·	3.1	-2
> C1CC(=NN=C2CCSCC2)CCS1
 : 5	-20	11	-0.1	3	·	-0.1	-8
> CCCCNC(=O)c1onc(CSc2cc(C)ccc2C)c1C(=O)O
 : -3	0	-8	0.0	1	-2	0.0	-3
> Cc1cc(S(=O)(=O)N2CCOCC2)ccc1OCC(=O)N1CCC(C(N)=O)CC1
 : 1	-3	2	0.2	-2	-4	·	0
> CCOC1=C/C(=C/c2c(N)n3nc(CC(=O)N4CCCC4)sc3nc2=O)C=CC1=O
 : 2	-19	-51	0.0	0	0	·	-2

Other structures follow.
Structure	ERp5 inh	RAD52 inh	RAD54 branch	XiGFP reactiv	ERAP1 inh	esBAF inh	E-selectin induc	S100A4 inh HTS
CN1C(=O)c2cc(NC(=O)c3cnccn3)ccc2OC[C@H]2O[C@@H](CC(=O)O)CC[C@H]21	-1	8	-5	0.0	1	-1	1.9	6
C[C@H]1CN([C@@H](C)CO)C(=O)c2cccc(NS(C)(=O)=O)c2O[C@H]1CN(C)S(=O)(=O)c1cccs1	-2	-6	4	-1.2	2	-5	0.0	4
COc1ccc(CNC(=O)[C@@H]2CC=C[C@@H]3CCN(C4CCCCC4)C(=O)[C@@H]32)cc1	2	-6	10	0.5	·	0	0.0	-3
CCC1=NN(C(=O)Cc2ccc([N+](=O)[O-])cc2)C(O)(C(F)(F)F)C1 (configuration not stated)	1	0	·	0.1	1	·	-0.1	1
COc1cccc(CNC(=O)C[C@H]2CC[C@H]3[C@H](COc4ccc(NC(C)=O)cc4C(=O)N3C)O2)c1	·	·	6	0.2	·	1	0.3	·
CNC[C@H]1Oc2cc(C#CCN(C)C)ccc2S(=O)(=O)N([C@@H](C)CO)C[C@@H]1C	0	25	-11	0.0	1	6	-0.6	5
CCc1ccc(N2C(=O)C3C4CCC(C4=C(C)C)C3C2=O)cc1 (configuration not stated)	3	-1	1	0.0	0	·	-1.7	-2
CS(=O)(=O)N(CC(=O)Nc1ccc(CC#N)cc1)c1ccc(C23CC4CC(CC(C4)C2)C3)cc1	-2	-18	-4	·	0	28	·	-1
CCCNC(=O)N1CC2(CCN(S(=O)(=O)c3ccccc3)CC2)c2c(n(C)c3cc(OC)ccc23)[C@@H]1CO	4	17	·	0.0	1	·	-0.2	-9
CN(CC(=O)Nc1ccc(F)cc1)C(=O)CN1C(=O)NC2(CCCC2)C1=O	-3	-7	-9	0.1	1	-7	·	-2
O=C(COC(=O)c1ccc(O)cc1)NC(c1ccccc1)c1ccccc1	20	-14	1	0.0	-2	0	0.1	5
CCC(=O)N1CC(=O)N2[C@H](CO)[C@@H](c3ccc(-c4cccnc4)cc3)[C@@H]2C1	4	7	·	0.0	-2	·	-0.2	-32
Cc1cccc(NC(=O)CN2C(=O)S/C(=C\c3ccc(-c4cccc(C(=O)O)c4C)o3)C2=O)c1	3	-52	·	0.0	-1	·	·	-12
CC(=O)Nc1c(C)ccc(CNC(=O)COc2ccc(F)cc2)c1C	2	-5	·	-0.1	-2	·	·	2
O=C(Nc1ccc(N2CCN(C(=O)c3cccs3)CC2)cc1)c1ccco1	-2	-18	-2	0.0	-2	4	·	1
Cc1cc(=O)oc2cc(OCC(=O)NCCN3CCOCC3)ccc12	3	0	·	0.0	3	·	·	-1
CC1(C)NC(=O)N(CC(O)COc2ccc(-c3ccc(C#N)cc3)cc2)C1=O (configuration not stated)	1	1	-1	·	-1	3	·	1
CN1C(=O)c2cc(NC(=O)C3CC3)ccc2OC[C@@H]2O[C@@H](CC(=O)NCc3ccccc3F)CC[C@@H]21	2	15	·	0.0	0	·	-0.1	-3
Cc1ccccc1S(=O)(=O)Nc1nc2ccccc2nc1NCCO	1	-14	-5	·	-1	-4	·	-1
CC(=O)c1ccc(OCC(=O)NCC2(N3CCCCC3)CCCCC2)cc1	-2	-16	·	0.0	-3	-2	-0.2	-2
COc1ccccc1CNS(=O)(=O)c1ccc2c(c1)CC(=O)N2C	-2	-9	-5	0.0	-2	3	·	-4
CCCNC(=O)Nc1ccc2c(c1)C(=O)N(C)C[C@H](OC)[C@H](C)CN(C(=O)C1CCOCC1)[C@H](C)CO2	0	-10	2	0.3	1	-8	0.0	11
COc1ccc([C@H]2C[C@H]3C(Br)=CC2C(=O)[C@]32CO2)cc1OC	0	13	-2	·	-3	·	·	3
C[C@H](CO)N1C[C@H](C)[C@@H](CN(C)C(=O)Nc2ccccc2)Oc2ccc(N(C)C)cc2C1=O	1	-16	-4	-1.2	4	3	·	-1

One compound at a time (already shown). Screens in order: ERp5 inh, RAD52 inh, RAD54 branch, XiGFP reactiv, ERAP1 inh, esBAF inh, E-selectin induc, S100A4 inh HTS
`COc1ccccc1CNS(=O)(=O)c1ccc2c(c1)CC(=O)N2C` reads -2, -9, -5, 0.0, -2, 3, ·, -4
`COc1ccc([C@H]2C[C@H]3C(Br)=CC2C(=O)[C@]32CO2)cc1OC` reads 0, 13, -2, ·, -3, ·, ·, 3
`CN1C(=O)c2cc(NC(=O)C3CC3)ccc2OC[C@@H]2O[C@@H](CC(=O)NCc3ccccc3F)CC[C@@H]21` reads 2, 15, ·, 0.0, 0, ·, -0.1, -3
`CCCNC(=O)Nc1ccc2c(c1)C(=O)N(C)C[C@H](OC)[C@H](C)CN(C(=O)C1CCOCC1)[C@H](C)CO2` reads 0, -10, 2, 0.3, 1, -8, 0.0, 11
`CC(=O)c1ccc(OCC(=O)NCC2(N3CCCCC3)CCCCC2)cc1` reads -2, -16, ·, 0.0, -3, -2, -0.2, -2

(next part)
Structure	ERp5 inh	RAD52 inh	RAD54 branch	XiGFP reactiv	ERAP1 inh	esBAF inh	E-selectin induc	S100A4 inh HTS
CC(=O)N1[C@H](CO)[C@@H](c2ccccc2)[C@@H]1CNC(=O)CN1CCOCC1	0	-10	2	0.3	-1	5	0.6	-1
COc1cccc(C(=O)N2CCN(C(=O)COc3ccc4ccccc4c3)CC2)c1	5	6	-2	0.9	0	-1	·	-2
Cc1noc(C)c1S(=O)(=O)Nc1ccc2c(c1)C(=O)N([C@@H](C)CO)C[C@H](C)[C@H](CN(C)S(=O)(=O)c1c(C)noc1C)OCCCC[C@@H](C)O2	-4	4	8	0.0	2	0	0.0	-8
CCOc1ccc(S(=O)(=O)Nc2ccc(C(=O)NCCCN3CCOCC3)cc2)cc1	19	-7	·	-0.1	-1	·	·	0
N#Cc1ccc(OCCCN2CCC(C(O)(c3ccccc3)c3ccccc3)CC2)c(F)c1	2	7	·	0.0	-6	·	0.1	4
CC(=O)Cn1ncc(N2CCOCC2)cc1=O	3	-4	·	0.0	1	·	·	0
Cc1noc(C)c1S(=O)(=O)Nc1ccc2c(c1)CC(=O)N([C@H](C)CO)C[C@@H](C)[C@@H](CN(C)S(=O)(=O)c1ccc(Cl)cc1)O2	3	4	-13	-0.9	3	3	-3.2	4
C[C@@H]1CCCCO[C@H](CN(C)Cc2ccc(C(=O)Nc3ccccc3N)cc2)[C@@H](C)CN([C@H](C)CO)C(=O)c2cc(NS(C)(=O)=O)ccc2O1	-5	0	-4	0.2	0	-10	-0.2	-14

Source: PubChem BioAssay
